Screening data: PubChem, several laboratories
GASC-1 inh: human JMJD2C demethylase inhibition. GST-JMJD2C(1-420) H3K9me3 demethylation, DELFIA europium. actives 0.069% (n = 330,000). Q9H3R0. inhibition, % at 2.35 µM;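 active means more than half of a compound's replicate wells show inhibition beyond 50%, single wells judged on their own value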;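 further: signal counts dimethyl H3K9 product captured on neutravidin plate; 0% = median of DMSO wells and 100% = 0.3 times that DMSO median; strong numbers were not always called active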
CIT2-GFP yeast: modulators of TOR pathway CIT2-GFP in S. cerevisiae | GFP response vs DMSO, % at 10 µM | actives 0.065% (n = 320,000) | S. cerevisiae CIT2-GFP strain, flow cytometry, 3 h; 100 means same as DMSO wells;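 active means GFP response relative to DMSO above a set limit, near the screen mean plus 3 SD, cut at about 150% in these data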;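 further: ratio of well median GFP fluorescence to mean of DMSO wells on the plate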
AGP1 TOR yeast: alters AGP1-GFP fluorescence in TOR pathway yeast screen. S. cerevisiae AGP1-GFP multiplex flow cytometry, 3 h; GFP as percent of DMSO wells. actives 0.02% (n = 320,000). GFP response vs DMSO, % at 10 µM;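 active means GFP response relative to DMSO above a set limit, near screen average plus 3 SD, cut at about 150% in these data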;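 further: median GFP channel fluorescence of the gated AGP1 strain per well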
MEP2-GFP yeast: modulators of TOR pathway MEP2-GFP in S. cerevisiae. AID 2016. actives 0.51% (n = 330,000). S. cerevisiae MEP2-GFP strain, flow cytometry GFP, 3 h; 100% = DMSO control level. GFP response vs DMSO, % at 10 µM;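 active means GFP response versus DMSO above a set limit, roughly screen mean plus 3 SD, cut at about 180% in these data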;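 further: median GFP fluorescence of the barcode-gated MEP2-GFP cells per well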
VLA-4 inh: inhibition in a human VLA-4 binding assay; P13612; VLA-4 expressing cells, ligand binding flow cytometry; inhibition, % (about 7 µM as worked out from the volumes in the protocol); actives 0.2% (n = 330,000); AID 2557; in the data active means inhibition above about 50%
Target sequence (P13612 whole entry, looked up): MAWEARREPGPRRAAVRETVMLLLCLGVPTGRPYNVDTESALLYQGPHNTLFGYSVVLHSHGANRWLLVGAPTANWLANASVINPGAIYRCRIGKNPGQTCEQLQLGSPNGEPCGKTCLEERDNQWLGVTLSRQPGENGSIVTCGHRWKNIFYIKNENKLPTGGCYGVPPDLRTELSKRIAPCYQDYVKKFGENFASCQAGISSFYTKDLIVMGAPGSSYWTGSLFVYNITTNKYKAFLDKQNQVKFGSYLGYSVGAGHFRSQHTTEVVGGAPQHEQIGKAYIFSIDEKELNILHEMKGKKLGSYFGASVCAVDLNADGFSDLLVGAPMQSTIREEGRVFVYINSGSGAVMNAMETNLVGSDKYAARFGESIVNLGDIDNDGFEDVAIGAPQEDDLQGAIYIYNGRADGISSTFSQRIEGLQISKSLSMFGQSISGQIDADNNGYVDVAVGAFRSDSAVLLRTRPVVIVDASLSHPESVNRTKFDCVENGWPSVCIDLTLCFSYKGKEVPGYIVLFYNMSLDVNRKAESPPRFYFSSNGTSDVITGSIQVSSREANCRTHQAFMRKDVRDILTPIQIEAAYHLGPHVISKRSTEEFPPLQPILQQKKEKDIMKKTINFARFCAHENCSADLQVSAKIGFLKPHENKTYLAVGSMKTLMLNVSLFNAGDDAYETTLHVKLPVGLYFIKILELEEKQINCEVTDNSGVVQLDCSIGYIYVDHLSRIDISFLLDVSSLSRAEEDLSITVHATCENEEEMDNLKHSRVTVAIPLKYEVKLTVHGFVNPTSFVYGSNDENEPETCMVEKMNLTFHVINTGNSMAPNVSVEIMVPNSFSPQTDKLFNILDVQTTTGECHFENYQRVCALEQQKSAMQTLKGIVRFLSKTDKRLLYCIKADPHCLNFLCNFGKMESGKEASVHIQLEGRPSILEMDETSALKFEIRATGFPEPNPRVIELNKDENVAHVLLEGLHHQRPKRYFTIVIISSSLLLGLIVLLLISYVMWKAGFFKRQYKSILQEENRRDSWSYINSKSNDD
LAP4-GFP MLPCN: alters LAP4-GFP fluorescence in TOR pathway yeast screen | S. cerevisiae LAP4-GFP multiplex, flow cytometry GFP, 3 h; median GFP as percent of DMSO wells | actives 0.34% (n = 320,000) | GFP response vs DMSO, % at 10 µM | AID 2023;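 active means GFP response vs DMSO above a set limit, about the screen mean plus 3 SD, cut at about 150% in these data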
GRK2 aptamer HTS: blocks RNA aptamer binding to human GRK2; P25098; bead flow cytometry, FAM-aptamer displacement from GRK2; AID 488847; actives 0.59% (n = 330,000); inhibition of aptamer binding, % at 10 µM;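 active means inhibition of aptamer binding above 40%, roughly 3 SD of noise, on plates passing a quality check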;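 further: median bead fluorescence of bound FAM aptamer so fluorescent compounds give negative values; no value below 0 was filed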
RPL19A TOR yeast: yeast TOR pathway RPL19A-GFP modulation; S. cerevisiae RPL19A-GFP strain, flow cytometry, 3 h; active compounds read low; percent response vs DMSO, % at 10 µM; actives 0.3% (n = 330,000);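 active means percent response vs DMSO below 50%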;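 further: median channel GFP fluorescence of the barcoded RPL19A-GFP strain; ratio of sample median GFP to plate DMSO average so 100% = DMSO; lower means less RPL19A-GFP as with rapamycin TOR inhibition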
Starred values were filed as active, the others as inactive; i = inactive; . = no result given; & = joins results of further samples.

Labels used below: A = GASC-1 inh; B = CIT2-GFP yeast; C = AGP1 TOR yeast; D = MEP2-GFP yeast; E = VLA-4 inh; F = LAP4-GFP MLPCN; G = GRK2 aptamer HTS; H = RPL19A TOR yeast
O=S(=O)(c1ccc(NCCOc2ccccc2)nc1)N1CCCC1
  A = -2; B = 111; C = 104; D = 104; E = -3; F = 115; G = 0; H = 100

COCCCNC(=O)/C(C#N)=c1\s/c(=C\c2ccccc2OC(F)F)c(=O)n1CCCOC
  A = -8; B = 98; C = 99; D = 103; E = 29; F = 93; G = 0; H = 100

CCCn1c(=N)c(C(=O)NC2CCCC2)cc2c(=O)n3cccc(C)c3nc21
  A = -1; B = 98; C = 95; D = 345*; E = -2; F = 94; G = 0; H = 43*

COc1ccc(-c2cc(C(F)(F)F)nc(S(=O)(=O)CCC(=O)N3CCOCC3)n2)cc1
  A = 1&6; B = 104; C = 105; D = 105; E = 7; F = 102; G = 0; H = 101

Nc1nc(-c2ccco2)nn1C(=O)c1ccccc1
  A = 1; B = 91; C = 84; D = 101; E = 6; F = 100; G = 0; H = 95

CCOC(=O)CSC(=S)NC(=O)c1ccc(OC)cc1
  A = 11; B = 97; C = 98; D = 98; E = -11; F = 123; G = 4; H = 107

CC(=O)N1CCN(S(=O)(=O)c2ccc(S(=O)(=O)NC3CCCCC3)cc2)CC1
  A = -4; B = 104; C = 105; D = 103; E = 1; F = 103; G = 1; H = 104

CSc1ccccc1C(=O)C1CCCN(C(=O)c2ccc(N3CCOCC3)cc2)C1 (centres undefined)
  A = -3; B = 89; C = 100; D = 108; E = 0; F = 124; G = 1; H = 95

O=C(CSc1nncc2ccccc12)Nc1ccccc1
  A = -6; B = 93; C = 87; D = 133; E = -2; F = 101; G = 0; H = 89

CCNc1nc(Oc2ccc(C(=O)OC)cc2)nc(N(C)C)n1
  A = -19; B = 87; C = 88; D = 93; E = -4; F = 96; G = 0; H = 87

CCOC(=O)N1CCN(CCC(=O)Nc2cc(C)ccc2C)CC1
  A = 2; B = 94; C = 97; D = 97; E = 9; F = 99; G = 0; H = 101

COc1cc(C2C(C(=O)c3ccc(C)o3)=C(O)C(=O)N2c2cc(C)on2)ccc1O (centres undefined)
  A = -30; B = 97; C = 93; D = 98; E = 11; F = 99; G = 2; H = 96

O=C(CN1CCN(c2ccccc2)CC1)Nc1scc2c1c(=O)oc1ccccc12
  A = -1; B = 95; C = 105; D = 96; E = -1; F = 108; G = 0; H = 99

COc1ccccc1N(CC(=O)NCc1cccnc1)S(C)(=O)=O
  A = 4; B = 104; C = 105; D = 103; E = 5; F = 97; G = 1; H = 99

O=[N+]([O-])c1ccc(Oc2ncccn2)cc1
  A = -7; B = 105; C = 108; D = 108; E = -2; F = 117; G = 0; H = 107

O=C(N/N=C/c1cccs1)c1ccc(NC(=O)c2ccccc2Cl)cc1
  A = 6; B = 86; C = 97; D = 89; E = 3; F = 98; G = 4; H = 95

CN(c1ccc(C(=O)Nc2ccccc2C(F)(F)F)cc1)S(C)(=O)=O
  A = -28; B = 108; C = 99; D = 98; E = 0; F = 99; G = 0; H = 99

Cc1nc(N2CCCC2C(=O)O)c2oc3ccccc3c2n1 (centres undefined)
  A = 8; B = 102; C = 99; D = 103; E = 11; F = 95; G = 0; H = 95

Cc1ccc(-c2onc3ccc(C(=O)/C=C/N(C)C)cc23)cc1
  A = -4; B = 92; C = 79; D = 94; E = -5; F = 111; G = 5; H = 98

Clc1ncnc2scc(-c3ccc(Br)cc3)c12
  A = 2; B = 91; C = 97; D = 82; E = -34; F = 87; G = 3; H = 98

O=C(OCC(=O)N1CCN(C(=O)c2ccco2)CC1)c1cc(F)c(F)cc1Cl
  A = -6; B = 97; C = 104; D = 101; E = 9; F = 105; G = 7; H = 105

COc1ccc(N2CCN(C(=O)CSc3nnc4n3C(C)(C)Cc3ccccc3-4)CC2)cc1
  A = 5; B = 86; C = 91; D = 100; E = -4; F = 94; G = 0; H = 92

CC1CN(C(=O)COc2ccc3ccccc3c2)CC(C)O1 (centres undefined)
  A = 6; B = 109; C = 96; D = 103; E = -6; F = 92; G = 3; H = 101

CN(Cc1cccc2cnccc12)C(=O)CCc1nnc(CCc2ccccc2)o1
  A = -3; B = 107; C = 102; D = 105; E = -11; F = 99; G = 3; H = 108

CC1CCCN(S(=O)(=O)c2cc(Cl)ccc2Cl)C1 (centres undefined)
  A = 18; B = 100; C = 102; D = 103; E = 12; F = 99; G = 0; H = 101

O=C(CSc1nc2ccccc2o1)Nc1ccc(N2CCOCC2)c(Cl)c1
  A = 4; B = 87; C = 100; D = 110; E = 6; F = 132; G = 0; H = 104

CCOc1ccccc1NC(=O)Cn1c(=O)oc2cc(Cl)ccc21
  A = 2; B = 98; C = 92; D = 111; E = 13; F = 101; G = 2; H = 104

Cc1ccc(C(=O)NNC(=O)c2ccc3ccccc3c2O)cc1
  A = 31; B = 106; C = 108; D = 105; E = 2; F = 91; G = 2; H = 105

O=c1c2ccccc2cnn1Cc1cccc(Br)c1
  A = -4; B = 92; C = 98; D = 101; E = 4; F = 98; G = 0; H = 93

CCc1c(C)c(C#N)c2nc3ccccc3n2c1Nc1c(C)n(C)n(-c2ccccc2)c1=O
  A = 12; B = 98; C = 111; D = 110; E = 8; F = 107; G = 2; H = 108

CC(C)c1cccc(C(C)C)c1NC(=O)COC(=O)C1=COCCO1
  A = -5; B = 101; C = 98; D = 96; E = 4; F = 99; G = 0; H = 103

COc1ccc(OC)c(S(=O)(=O)NCc2cn3cccc(C)c3n2)c1
  A = 7; B = 106; C = 101; D = 104; E = 8; F = 104; G = 0; H = 103

Cc1nccn1-c1ccc(C=O)cc1
  A = -21; B = 93; C = 93; D = 102; E = 0; F = 99; G = 1; H = 94

O=C(c1cc(-c2ccccc2O)on1)N1CCc2ccccc2C1
  A = -2; B = 100; C = 97; D = 106; E = 6; F = 99; G = 2; H = 96

COc1ccccc1C(=O)NCc1ccncc1
  A = -9; B = 101; C = 104; D = 97; E = 5; F = 103; G = 0; H = 99

CC1CCC/C(=N\NC(=S)NCc2ccccc2)C1 (centres undefined)
  A = 15; B = 98; C = 100; D = 115; E = 1; F = 108; G = 1; H = 99

CC(CCN1C(Nc2ccccc2)=NC[C@@H]1Cc1ccccc1)c1ccccc1 (some centres undefined)
  A = -25; B = 66; C = 78; D = 95; E = 44; F = 108; G = 0; H = 93

COc1ccc(C2=C(C#N)C(=O)OC2)cc1
  A = 1; B = 95; C = 84; D = 112; E = 2; F = 108; G = 2; H = 98

CCCCOC(=O)N1CCOCCOCCN(C(=O)OCCCC)CCOCCOCC1
  A = -1; B = 100; C = 102; D = 99; E = 7; F = 101; G = 15; H = 104

COc1ccc(S(=O)(=O)N2CCCCCC2)cc1C(=O)OCc1c(C)noc1C
  A = .; B = 105; C = 100; D = 100; E = -8; F = 98; G = 0; H = 98

CC1CC(C)CN(S(=O)(=O)c2cccc(C(=O)N3CCN(c4ccc(F)cc4)CC3)c2)C1 (centres undefined)
  A = 1; B = 96; C = 90; D = 96; E = 31; F = 99; G = 2; H = 94

Cc1nn(CCC(=O)NNC(=S)Nc2ccccc2)c(C)c1Br
  A = 6; B = 102; C = 101; D = 101; E = 6; F = 89; G = 3; H = 105

CCC(NS(=O)(=O)c1ccc2c(c1)Cc1cc(S(=O)(=O)NC(CC)C(=O)O)ccc1-2)C(=O)O (centres undefined)
  A = -5; B = 99; C = 92; D = 103; E = -1; F = 84; G = 2; H = 98

CCN(CC)C(=S)SC1CCCCN(C(=O)c2ccccc2)C1=O (centres undefined)
  A = 0; B = 99; C = 97; D = 88; E = 0; F = 97; G = 0; H = 92

CCCn1c(SCC(=O)Nc2ccccc2N2CCOCC2)nc2c1c(=O)n(C)c(=O)n2C
  A = 1; B = 89; C = 96; D = 95; E = -11; F = 98; G = 0; H = 98

CCC(=O)c1ccc(OCc2ccc(C(=O)OC)o2)c(OC)c1
  A = 17; B = 106; C = 102; D = 104; E = 1; F = 108; G = 2; H = 103

Cc1ccc(S(=O)(=O)/C=C/c2ccccc2)cc1
  A = -2; B = 85; C = 100; D = 100; E = 14; F = 106; G = 5; H = 88

CCN1CCN(c2cc(C)c3cc(NC(=S)NCCCN4CCc5ccccc5C4)ccc3n2)CC1
  A = -2; B = 100; C = 98; D = 99; E = 0; F = 112; G = 0; H = 94

CCOc1cc(C)c(S(=O)(=O)Nc2ccc3cn[nH]c3c2)cc1C
  A = 6; B = 87; C = 97; D = 91; E = -7; F = 88; G = 0; H = 90

COc1cc(C)nc(NS(=O)(=O)c2ccccc2Cl)n1
  A = 3; B = 104; C = 100; D = 112; E = 5; F = 90; G = 2; H = 102

Remaining list, next part
Labels used below: A = GASC-1 inh; B = CIT2-GFP yeast; C = AGP1 TOR yeast; D = MEP2-GFP yeast; E = VLA-4 inh; F = LAP4-GFP MLPCN; G = GRK2 aptamer HTS; H = RPL19A TOR yeast
CC1CCC2(CC1)SCC(=O)N2c1ccc(F)cc1 (centres undefined)
  A = 17; B = 120; C = 109; D = 109; E = i; F = 107; G = 1; H = 103

CCc1ccc(-c2csc3nc[nH]c(=O)c23)cc1
  A = -2; B = 100; C = 95; D = 99; E = 11; F = 88; G = 2; H = 101

COc1ccc(/C=C/C(=O)OCC(=O)c2ccc(S(=O)(=O)N3CCCCC3)cc2)cc1OC
  A = 2; B = 107; C = 113; D = 102; E = 9; F = 108; G = 2; H = 99

O=C(CN1CCCC1)Nc1cc(F)ccc1F
  A = 26; B = 100; C = 98; D = 95; E = -7; F = 88; G = 2; H = 96

Eleven structures out of the list, arranged by molar mass, lowest first.
Labels used below: A = GASC-1 inh; B = CIT2-GFP yeast; C = AGP1 TOR yeast; D = MEP2-GFP yeast; E = VLA-4 inh; F = LAP4-GFP MLPCN; G = GRK2 aptamer HTS; H = RPL19A TOR yeast
O=C(CN1CCCC1)Nc1cc(F)ccc1F
  A = 26; B = 100; C = 98; D = 95; E = -7; F = 88; G = 2; H = 96

CCc1ccc(-c2csc3nc[nH]c(=O)c23)cc1
  A = -2; B = 100; C = 95; D = 99; E = 11; F = 88; G = 2; H = 101

Cc1ccc(S(=O)(=O)/C=C/c2ccccc2)cc1
  A = -2; B = 85; C = 100; D = 100; E = 14; F = 106; G = 5; H = 88

CC1CCC2(CC1)SCC(=O)N2c1ccc(F)cc1 (centres undefined)
  A = 17; B = 120; C = 109; D = 109; E = i; F = 107; G = 1; H = 103

CCC(=O)c1ccc(OCc2ccc(C(=O)OC)o2)c(OC)c1
  A = 17; B = 106; C = 102; D = 104; E = 1; F = 108; G = 2; H = 103

CCOc1cc(C)c(S(=O)(=O)Nc2ccc3cn[nH]c3c2)cc1C
  A = 6; B = 87; C = 97; D = 91; E = -7; F = 88; G = 0; H = 90

CCN(CC)C(=S)SC1CCCCN(C(=O)c2ccccc2)C1=O (centres undefined)
  A = 0; B = 99; C = 97; D = 88; E = 0; F = 97; G = 0; H = 92

Cc1nn(CCC(=O)NNC(=S)Nc2ccccc2)c(C)c1Br
  A = 6; B = 102; C = 101; D = 101; E = 6; F = 89; G = 3; H = 105

CC1CC(C)CN(S(=O)(=O)c2cccc(C(=O)N3CCN(c4ccc(F)cc4)CC3)c2)C1 (centres undefined)
  A = 1; B = 96; C = 90; D = 96; E = 31; F = 99; G = 2; H = 94

CCCn1c(SCC(=O)Nc2ccccc2N2CCOCC2)nc2c1c(=O)n(C)c(=O)n2C
  A = 1; B = 89; C = 96; D = 95; E = -11; F = 98; G = 0; H = 98

CCN1CCN(c2cc(C)c3cc(NC(=S)NCCCN4CCc5ccccc5C4)ccc3n2)CC1
  A = -2; B = 100; C = 98; D = 99; E = 0; F = 112; G = 0; H = 94

Compounds as they come; overall some 1.7% were active at least once.
